Screening data as filed in PubChem BioAssay.
TEAD-YAP inh – TEAD-YAP interaction inhibition; AID 1259422; inhibition, % at 9.12 µM; actives 1.4% (n = 640,000); HEK-TIYL cells, TEAD-Gal4/YAP UAS-luciferase luminescence; in the data active = inhibition above about 32%;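 also: 0% = median of test compound wells and 100% = reference inhibitor wells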
FBW7 act – human FBW7 E3 ligase activation, primary screen; Q969H0; AlphaScreen FBW7–phospho-cyclin E peptide binding, activator screen; normalized activity (activation), % at 26.1 µM; actives 0.13% (n = 650,000); AID 1259310; in the data active = normalized activity above about 1.9%;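 also: purified mutant Fbw7 with reduced substrate affinity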
GPR151 ag – activators of human GPR151 | actives 1% (n = 650,000) | activation, % at 11.2 µM | AID 1508602 | Q8TDV0 | PathHunter beta-arrestin GPR151 cells, luminescence; in the data active = activation above about 4.9%;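 also: 0% = median of compound wells and 100% = cells with positive control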
Target sequence (Q8TDV0 whole entry, looked up): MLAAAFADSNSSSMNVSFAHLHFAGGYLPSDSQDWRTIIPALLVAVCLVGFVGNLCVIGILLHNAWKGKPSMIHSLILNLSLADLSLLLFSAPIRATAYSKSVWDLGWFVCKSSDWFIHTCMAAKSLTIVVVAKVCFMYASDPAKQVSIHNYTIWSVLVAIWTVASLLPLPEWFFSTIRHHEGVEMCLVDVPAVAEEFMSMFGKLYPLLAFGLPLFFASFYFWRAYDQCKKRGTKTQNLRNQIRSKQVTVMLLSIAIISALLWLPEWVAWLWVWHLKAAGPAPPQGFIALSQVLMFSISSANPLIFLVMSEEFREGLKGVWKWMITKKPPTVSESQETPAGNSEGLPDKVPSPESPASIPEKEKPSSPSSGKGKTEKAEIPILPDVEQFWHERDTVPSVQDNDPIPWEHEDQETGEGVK
MITF inh – blocks human microphthalmia-associated transcription factor; AID 1259374; inhibition, % at 2.6 µM; AlphaScreen MITF homodimerization, bead proximity signal; actives 0.91% (n = 650,000); O75030; in the data active = inhibition above about 50%;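 also: 0% = vehicle wells with protein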
Target sequence (O75030 whole entry, looked up): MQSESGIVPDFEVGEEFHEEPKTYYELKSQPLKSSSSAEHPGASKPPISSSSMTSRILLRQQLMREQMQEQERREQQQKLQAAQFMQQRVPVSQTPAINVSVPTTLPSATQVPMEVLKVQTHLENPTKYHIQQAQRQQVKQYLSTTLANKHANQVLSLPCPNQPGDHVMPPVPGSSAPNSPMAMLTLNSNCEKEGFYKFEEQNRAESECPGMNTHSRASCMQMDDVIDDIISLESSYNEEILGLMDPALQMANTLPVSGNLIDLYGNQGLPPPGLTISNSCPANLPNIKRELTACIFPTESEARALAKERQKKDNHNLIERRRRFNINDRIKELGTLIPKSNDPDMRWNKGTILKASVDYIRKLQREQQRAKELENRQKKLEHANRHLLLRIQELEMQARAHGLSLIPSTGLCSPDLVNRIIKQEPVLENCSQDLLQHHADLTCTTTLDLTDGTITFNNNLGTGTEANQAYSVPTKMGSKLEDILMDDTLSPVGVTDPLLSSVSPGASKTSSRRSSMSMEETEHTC
* marks the source's active call; other numbers are inactive results.

SMILES	TEAD-YAP inh	FBW7 act	GPR151 ag	MITF inh
COc1ccc(CCN(C)S(=O)(=O)c2ccc(F)c(F)c2)cc1OC	-2	0.1	-0.6	-4
O=C1C2=C(C(c3ccccc3)=NCCN2)C(c2ccc(F)cc2)N1c1ccccc1 (stereo not drawn)	-6	-0.1	0.8	0
COC(=O)c1ccccc1NC(=O)Cn1c(SC)c(F)cnc1=O	-12	0.0	2.1	-11
CC1(C)CC(=O)C2=C(C1)Nc1ccccc1NC2c1cccc(Br)c1 (stereo not drawn)	10	0.0	-0.4	12
Cc1cc(=O)[nH]c2nnc(SCC(=O)Nc3ccc(F)cc3F)n12	3	-0.1	-1.0	0
O=C(Nc1cc2ccccc2cc1NC(=O)c1ccco1)c1ccco1	-16	-0.1	-0.1	7
C/C(=C\C(=O)c1ccc(Cl)cc1)Nc1ccccc1O	12	-0.1	-0.4	3
COc1ccc(/C=N/NC(=O)Cn2nnc(-c3ccccc3)n2)c(O)c1	1	-0.1	0.4	-19
O=C(COc1ccc([N+](=O)[O-])cc1)Nc1cccc(F)c1	-45	0.2	-1.5	10
Cn1nc(C(=O)NCCSc2n[nH]c(=O)[nH]c2=O)c2ccccc2c1=O	-2	0.3	-0.1	14
Clc1nc2sccn2c1/C=N/Nc1nc2ccccc2[nH]1	-42	-0.2	1.3	-9
O=C(OCc1c(F)cccc1Cl)c1ccc([N+](=O)[O-])o1	10	0.1	-1.5	9
CCOC(=O)c1cnn(-c2nc3ccccc3[nH]2)c1N	42*	-0.2	-6.0	16
CCn1c(SCC(=O)Nc2ccc(Br)cc2)nnc1-c1c[nH]c2ccccc12	16	-0.1	1.9	5
CCOC(=O)C1=C(C)N(C)C(=S)NC1c1ccc(OC(=O)c2ccccc2)c(OC)c1 (stereo not drawn)	4	0.1	2.3	35
NS(=O)(=O)c1ccc(NC(=O)CCCCC(=O)Nc2ccc(S(N)(=O)=O)cc2)cc1	2	-0.1	0.0	3
Cc1cc(C(=O)NCCc2ccc(Cl)cc2)cs1	-10	0.0	1.6	3
CC(c1ccccc1)C1Nc2ccccc2C(=O)N1c1cccc(C(F)(F)F)c1 (stereo not drawn)	8	-0.1	-0.7	-5
O=S(=O)(c1ccc(-c2cnco2)cc1)N(Cc1ccccn1)Cc1ccccn1	1	-0.3	0.0	-16
O=C(Nc1nnc(CCc2ccccc2)s1)C1CC(=O)N(C2CCCCC2)C1 (stereo not drawn)	2	0.1	-0.8	-14
COc1cccc(N(CC(=O)NC2CCCC2)C(=O)CCCC(=O)Nc2ccccn2)c1	-8	0.0	-0.8	4
Cc1noc(/C=C/N(C)C)c1S(=O)(=O)N1CCc2ccccc21	0	0.2	0.9	9
Cc1ccc(NC(=O)C(CC(=O)O)C(C)c2ccccc2)cc1 (stereo not drawn)	-8	0.3	-0.5	19
CCOC(=O)CSc1nc2ccccc2n1C(=O)Nc1cccc(Cl)c1	4	-0.2	0.4	1
CCOC(=O)N1CCC(N2CC(C)CC(C)C2)CC1 (stereo not drawn)	6	0.0	-0.7	-5
CCOC(=O)C1=CN(Cc2ccc(Cl)cc2)C=C(C(=O)OCC)C1c1ccc(OCC)cc1	-8	0.0	0.2	2
Cn1c(SCc2cccnc2)nc2c(c1=O)SCC2	-4	0.6	-1.0	23
CCCCC1(C)Cc2ccccc2C(=S)N1 (stereo not drawn)	3	-0.2	-0.7	10
Cc1sc(NC(=O)CN(Cc2ccc(F)cc2)C(=O)c2ccccc2)c(C(N)=O)c1C	19	0.0	-0.6	-26
COc1ccc(/C=C2\C(=O)NC(=O)N(c3ccc(Br)cc3)C2=O)cc1[N+](=O)[O-]	-6	-0.2	3.7	-2
CCOc1cc(C2C(C(=O)OCc3ccc(OC)cc3)=C(C)NC3=C2C(=O)CCC3)cc(Br)c1O (stereo not drawn)	-1	0.2	0.0	2
CSc1cccc(Nc2c(-c3ccc4c(c3)OCC(=O)N4)c(=O)c2=O)c1	18	0.2	3.4	-1
Cc1ccc(NC(=O)CCc2c(C)nc3c4c(C)cc(C)nc4nn3c2C)cc1	-7	0.1	-0.9	6
O=C(O)CCSCc1cc2ccccc2o1	-4	-0.1	0.6	-10
O=C(CN1C(=O)NC(Cc2ccccc2)(c2ccccc2)C1=O)Nc1cc(F)ccc1F (stereo not drawn)	-15	0.0	-2.2	-1
CN1CCN(c2ccc(NC(=O)c3cccc(-n4cnnn4)c3)cc2)CC1	3	-0.2	0.2	-1
O=C(COc1ccc(OCc2ccccc2)cc1)NNC(=O)c1ccco1	3	0.6	-5.0	14
COCCNc1nc2nonc2nc1N1CCC(COC)C1 (stereo not drawn)	-5	0.4	0.8	13
CC1CCCCN1C(=O)C1COc2ccccc2O1 (stereo not drawn)	1	0.0	0.8	10
Cc1nnc(NC(=O)/C=C/c2ccco2)s1	-15	0.1	-0.3	19
COc1ccc(CN2CCN(S(=O)(=O)c3ccc(NC(C)=O)cc3)CC2)c(OC)c1OC	-12	0.0	-0.3	35
Clc1ccc(-n2cnnn2)cc1	16	0.9	0.9	3
COc1ccc(-c2cnnc(NCCSc3nccn3C)n2)cc1	-4	-0.2	1.4	7
Oc1ccc(F)cc1C1=NNC(c2ccc(F)cc2)C1 (stereo not drawn)	-39	-0.1	0.5	7
CCOc1ccc(S(=O)(=O)Nc2ccc3c(c2)OCCO3)cc1C	8	0.0	1.2	-16
CN1C(=O)CC(CC(=O)N2CCCCC2c2nccs2)(c2ccccc2F)C1=O (stereo not drawn)	-45	-0.1	0.4	2
CCOC(=O)C1=C(c2ccccc2)Nc2ncnn2C1c1ccc(CC)cc1 (stereo not drawn)	-6	-0.1	2.6	3
COc1cc(CO)cc(Cl)c1OCC(=O)Nc1ccc(F)cc1	4	0.3	0.0	6
COc1ccc(-c2nc3ccccc3c(=O)n2NCc2ccc(Br)s2)cc1OC	-7	-0.2	2.1	-9
Cc1nc2nc(CN)nn2c(C)c1CCC(=O)Nc1ccc(F)cc1	-2	-0.2	3.0	-1
CC1CCCN(C(=O)Nc2cccc(NC(=O)N3CCCC(C)C3C)c2)C1C (stereo not drawn)	-3	-0.2	0.4	-5
CC(=O)N1CCC2(CC1)N=C(C)C(c1ccc(C(F)(F)F)cc1)=N2	6	-0.1	-1.2	13
CC(=O)OC[C@H]1O[C@@H](Oc2cccc3ccccc23)[C@H](OC(C)=O)[C@@H](OC(C)=O)[C@@H]1OC(C)=O	3	0.1	0.6	0
CCN1CCN(C(C)C(=O)NCc2ccc(OC)cc2)CC1 (stereo not drawn)	-7	-0.1	0.9	25
Cc1ccc(Cn2c(=N)n(CC(=O)c3ccccc3)c3ccccc32)cc1	-4	0.8	-0.1	-14
Cc1csc(NC(=O)c2cccc(C(=O)Nc3nc(C)cs3)n2)n1	6	-0.1	-1.4	-17
C=CCN(Cc1ccc([N+](=O)[O-])cc1)S(=O)(=O)c1cccc(C(F)(F)F)c1	-9	-0.1	1.1	-5
Cn1c(/N=C(\C#N)c2nc3ccccc3[nH]2)c(N)c(=O)n(C)c1=O	0	0.2	0.4	-4
O=C(CSc1ncccn1)N/N=C/c1ccc(OCc2ccccc2)cc1	-25	0.0	-1.1	-17
COc1cc(/C=C2/SC(=O)N(CN3CCCCC3)C2=O)ccc1O	-8	-0.1	-0.6	-5

Remaining list, next part
SMILES	TEAD-YAP inh	FBW7 act	GPR151 ag	MITF inh
CC1=C(C(=O)Nc2ccccc2)C(c2ccc(F)cc2)n2c(s/c(=C\c3ccc4c(c3)OCO4)c2=O)=N1 (stereo not drawn)	-4	0.1	0.8	19
COC(=O)c1ccc(N2C(=O)NC(=O)/C(=C\c3cc(Cl)c(O)c(Cl)c3)C2=O)cc1	2	-0.2	1.3	1
COCc1[nH]nc2c1C(c1ccccc1C(F)(F)F)C(C#N)=C(N)O2 (stereo not drawn)	18	-0.1	-0.3	-2
COc1ccc(-n2nc(C(=O)c3ccccc3)c(C(F)(F)F)cc2=O)cn1	49*	-0.1	1.8	-2
COc1ccccc1OCc1cn2cccnc2n1	-40	-0.1	-2.3	-1
CCc1ccccc1NC(=S)N(CCCN1CCC(C)CC1)Cc1cccs1	-1	0.1	-0.2	5
C#CCn1c(=NC(=O)c2ccc(N3C(=O)CCC3=O)cc2)sc2cc(Br)ccc21	0	-0.1	-1.1	17
COc1ccccc1/C=N/Nc1ccc(C(F)(F)F)cn1	-9	0.0	3.4	-3
CCN(Cc1cnn(C)c1)C(=O)Cn1cc(NC(=O)CCOc2ccccc2)cn1	-2	-0.1	-0.2	5
COC(=O)C1=C(C)NC2=C(C(=O)CC(c3cccs3)C2)C1c1ccc(C)o1 (stereo not drawn)	10	0.0	-0.5	0
CCCOc1ccc(/C=N/NC(=O)c2cccs2)cc1	-29	-0.3	-5.3	11
O=C(COc1ccc(Br)cc1)OCC(=O)c1ccc[nH]1	-3	0.3	-1.1	-5

One compound at a time, from the list above. Order of screens: TEAD-YAP inh	FBW7 act	GPR151 ag	MITF inh
Profile of Cc1nc2nc(CN)nn2c(C)c1CCC(=O)Nc1ccc(F)cc1 = -2	-0.2	3.0	-1
Profile of COc1cccc(N(CC(=O)NC2CCCC2)C(=O)CCCC(=O)Nc2ccccn2)c1 = -8	0.0	-0.8	4
Profile of Cc1cc(C(=O)NCCc2ccc(Cl)cc2)cs1 = -10	0.0	1.6	3
Profile of O=S(=O)(c1ccc(-c2cnco2)cc1)N(Cc1ccccn1)Cc1ccccn1 = 1	-0.3	0.0	-16
Profile of Cn1c(SCc2cccnc2)nc2c(c1=O)SCC2 = -4	0.6	-1.0	23

A run of entries from further up:
SMILES	TEAD-YAP inh	FBW7 act	GPR151 ag	MITF inh
COC(=O)c1ccc(N2C(=O)NC(=O)/C(=C\c3cc(Cl)c(O)c(Cl)c3)C2=O)cc1	2	-0.2	1.3	1
COCc1[nH]nc2c1C(c1ccccc1C(F)(F)F)C(C#N)=C(N)O2 (stereo not drawn)	18	-0.1	-0.3	-2
COc1ccc(-n2nc(C(=O)c3ccccc3)c(C(F)(F)F)cc2=O)cn1	49*	-0.1	1.8	-2
COc1ccccc1OCc1cn2cccnc2n1	-40	-0.1	-2.3	-1
CCc1ccccc1NC(=S)N(CCCN1CCC(C)CC1)Cc1cccs1	-1	0.1	-0.2	5
C#CCn1c(=NC(=O)c2ccc(N3C(=O)CCC3=O)cc2)sc2cc(Br)ccc21	0	-0.1	-1.1	17
COc1ccccc1/C=N/Nc1ccc(C(F)(F)F)cn1	-9	0.0	3.4	-3

Continuation:
SMILES	TEAD-YAP inh	FBW7 act	GPR151 ag	MITF inh
Cc1c(Cl)cccc1NC(=O)Nc1nnc(N2CCCCCC2)s1	6	0.3	-1.5	10
CC(Nc1nc(-c2ccc([N+](=O)[O-])cc2)nc2ccccc12)c1ccccc1 (stereo not drawn)	-10	-0.2	-0.4	-6
COc1cc(OC)c(NC(=O)CSc2nc3[nH]ncc3c(=O)n2-c2ccc(Cl)cc2)cc1Cl	15	0.0	1.2	0
Cc1cc(/C=C2\NC(=O)N(Cc3ccc(Cl)cc3)C2=O)c(C)n1-c1ccc2c(c1)OCO2	1	0.1	-1.1	16
Cc1cc(NCc2cccnc2)nc(NCCN2CCOCC2)n1	4	-0.1	2.3	-10
CCC(Oc1ccccc1)C(=O)N1CCN(c2ccccc2OC)CC1 (stereo not drawn)	8	-0.3	1.0	-10
O=C1CC(C(=O)NCc2ccc(F)cc2)C2=C(CCCC2=O)N1 (stereo not drawn)	-5	0.6	-0.6	-4
CCc1ccccc1NC(=O)CSc1nc2c(sc3ncccc32)c(=O)n1Cc1ccccc1	-2	-0.1	-0.1	2
COc1ccc(CNc2ncnc3c2cnn3-c2cccc(C)c2)cc1	-12	0.1	5.2*	5
COC(=O)c1cccc(NS(=O)(=O)c2ccc(Br)s2)c1C	-10	1.0	-0.1	7
CCOC(=O)c1ccc(N2C(=O)c3ccc(N)cc3C2=O)cc1	-4	0.7	-1.4	-16
O=C1C2CCCCC2=NN1c1ccccc1 (stereo not drawn)	1	-0.1	0.2	6
COc1ccc([C@H]2COc3c(ccc(O)c3OC)C2)c(OC)c1O	-5	0.4	4.8	9
Cc1ccccc1Nc1nc(-c2cc3cc(Br)ccc3oc2=O)cs1	-4	-0.1	0.2	-10
O=C(Nc1c2c(nn1-c1ccc(F)cc1)CSC2)c1ccco1	6	0.4	3.1	24
CCOCCOC(=O)C1=C(C)NC2=C(C(=O)CC(c3ccccc3)C2)C1c1ccc(OC)c(OC)c1 (stereo not drawn)	3	-0.1	1.4	-8
c1nc(Nc2ccc(N3CCOCC3)cc2)cc(N2CCC(N3CCOCC3)CC2)n1	-8	-0.2	4.6	2
COc1ccc(C2NC(=S)NC(C)=C2C(=O)Nc2ccccc2)cc1OC (stereo not drawn)	3	-0.2	-0.5	9
COCCN(CCOC)P1(=O)C=C(c2ccccc2)OC(c2ccccc2)=C1	-12	0.0	-0.7	2
CC(C)Cc1nc(SCc2ccc(F)cc2)c2c(=O)n(C)c(=O)n(C)c2n1	-1	0.3	-1.8	-10
CCOC(CNC(=O)CC1Oc2ccccc2NC1=O)OCC (stereo not drawn)	3	0.0	0.7	7
S=C=Nc1ccc(N=C=S)cc1	0	-0.2	2.5	0
CN1CC(=O)N(c2ccc(Cl)cc2Cl)C1=O	2	-0.1	2.1	-30
O=C(CCS(=O)(=O)c1cccc2nonc12)N1CCCC1	0	-0.1	-0.1	11
CCCCOc1ccc(C(=O)N2C(=O)C(=O)c3ccccc32)cc1	14	0.5	-8.8	3
COc1ccc(NC(=O)Cn2cnc([N+](=O)[O-])n2)cc1OC	1	0.5	-0.6	-11
Cn1ncc([N+](=O)[O-])c1C(=O)n1cccn1	0	0.0	1.0	-16
O=c1cc(CN2CCc3ccccc32)c2ccc(O)cc2o1	0	0.0	4.2	7
COc1ccc(-c2nnc(NC(=O)c3ccc(F)cc3)s2)c(OC)c1	-9	0.0	0.4	6
